Phagocytosis inh: inhibitors of macrophage phagocytosis. J774A.1 macrophage IgG-bead phagocytosis, imaging. inhibition, % at 5 µM. 110,000 compounds, 0.07% hits;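 active = inhibition above the mean of the plate negative controls plus 5 SD, cut at about 13% in these data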;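 also: phagocytic index as fraction of beads internalized from green versus red external bead signal; plate controls were DMSO negative control for no effect and cytochalasin-D positive control for full effect; some results beyond the cut were filed as inactive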
MRP1 act: activators of MRP-1 | 140,000 compounds, 0.61% hits | viability increase, % at 10 µM | H69AR cells + doxorubicin, viability rescue, CellTiter-Glo;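 active = viability gain under doxorubicin at or above a set limit, the compound median plus 3 SD, cut at about 4.7% in these data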;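 also: MRP-1 overexpressing cells given doxorubicin 25 µM after compound pretreatment; 18-22 h compound pretreatment then 72 h with doxorubicin before readout; 0% = doxorubicin-only wells and 100% = vehicle-treated cells without doxorubicin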
GALR2 blocker: GALR2 (human) receptor antagonism | AID 828 | GALR2-expressing cells, antagonist mode | 140,000 compounds, 0.39% hits | inhibition, % at 4 µM; in the data active = inhibition above about 27%;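 also: cells stimulated with galanin 1-16 at roughly its EC80; 0% = agonist challenge control and 100% = basal control without agonist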
Yeast life ext: yeast lifespan extension | AID 775 | 130,000 compounds, 0.68% hits | inhibition of the nicotinamide effect, % at 10 µM | S. cerevisiae growth with nicotinamide, OD615; deaD strain in restrictive glucose medium;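 active = inhibition above a set limit, placed 3 SD over the median of all compounds, cut at about 26% in these data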;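 also: 0% = nicotinamide-treated wells and 100% = cells grown without nicotinamide; some compounds called inactive have numbers as strong as hits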
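Assay system: engineered S. cerevisiae DeaD replicative-lifespan strain, galactose-grown log-phase cells; Buffer or medium: CSMM-D glucose medium, restrictive; Probe or stimulus: nicotinamide 1.5 mM; Compound: single dose 10 µM compound, 0.25% DMSO; Schedule: 4 h preincubation then 48 h treatment at 30 °C; Technique: OD615 measurement.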
HCT116 PTEN-null: suppresses growth of cells with PTEN deletion. HCT116 PTEN-null viability, CellTiter-Glo, 60 h; stronger effect = lower value. 140,000 compounds, 1.2% hits. AID 827. viability, % at 10 µM;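 active = viability at or below a set limit, 4 SD under the median of all tested compounds, cut at about 3.7% in these data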;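 also: PTEN knockout HCT116 line with beta catenin targeted HCT116 as companion control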
bCat KO growth: beta-catenin-lacking colon tumor cell growth suppression; HCT116 beta-catenin knockout viability, CellTiter-Glo, 60 h; stronger effect = lower value; viability, % at 10 µM; 140,000 compounds, 1.5% hits; AID 818;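 active = viability at or under a set limit, the compound median less 4 SD, cut at about 6% in these data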;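 also: 0% = Hyamine 1622 control at 20 µM and 100% = untreated cell control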
BB579 growth dn: chemicals that inhibit yeast BB579 growth in restrictive medium (lifespan-shortening candidates) | AID 804 | S. cerevisiae BB579 growth, OD615, 48 h | 140,000 compounds, 0.51% hits | inhibition, % at 10 µM;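 active = inhibition above a set limit, 3 SD over the mean compound inhibition, cut at about 44% in these data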; also: inactives centre near -24
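Test system: Saccharomyces cerevisiae DeaD strain BB579, replicative lifespan model yeast | Buffer or medium: Restrictive CSMM-D medium | Doses: One dose, 10 µM compound with 0.25% DMSO | Incubation: 48 h exposure, 30 °C | Detection: Culture absorbance at 615 nm | Control set: Amphotericin B at 10 µg/mL as positive control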
E-sel TNF inh: TNF alpha driven E-selectin expression inhibition. HUVEC TNFa-induced E-selectin immunofluorescence, high content. inhibition, % at 2 µM. 120,000 compounds, 0.71% hits;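 active = inhibition above the batch mean plus 3 SD, and confirmed as a hit on visual image review, cut at about 43% in these data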;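 also: 0% = TNF-stimulated DMSO wells and 100% = unstimulated control wells; not every result past the cut was called active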
Measles CPE: protection of cells from measles virus | 140,000 compounds, 1.5% hits | AID 841 | Measles virus-infected cells, CPE protection, absorbance | protection (pct of control), % at 4 µM; in the data active = protection mostly above about 24%, no sharp cut-off; inactive = mostly below about 26%; also: some compounds called inactive have numbers as strong as hits
NPY-Y2 antag: antagonists of human neuropeptide Y receptor Y2; inhibition, % at 2.7 µM; NPY-Y2 expressing cells, antagonist mode; 140,000 compounds, 0.99% hits; AID 793; in the data active = inhibition above about 17%;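 also: 0% = vehicle with agonist challenge and 100% = reference antagonist with challenge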
The depositor's hits bear a star; / = no result given; & = joins results of further samples.

Below each compound – E-sel TNF inh	Yeast life ext	BB579 growth dn	bCat KO growth	Phagocytosis inh	GALR2 blocker	HCT116 PTEN-null	Measles CPE	MRP1 act	NPY-Y2 antag
> CC(=O)NCCC(=O)Nc1nc(C)c(Cc2ccc3c(c2)OCO3)s1
 : /	-1.1	-19.1	88.5	-4.6	-0.8	99.8	2.5	-1.5	1.9
> Cc1ccc(S(=O)(=O)NCC(=O)OC(C(=O)c2ccccc2)c2ccccc2)cc1 (configuration not stated)
 : 3.7	-9.8	-15.1	92.6	-1.7	4.0	96.4	6.5	-1.0	-2.4
> CN1CCN(C(c2ccccc2)c2nnnn2Cc2ccccc2)CC1 (configuration not stated)
 : -18.7	/	-30.4	97.5	/	-2.4	92.5	10.4	-3.1	2.1
> Cc1cc(Oc2nc3c(C)cccn3c(=O)c2/C=C(\C#N)S(=O)(=O)c2ccccc2)ccc1Cl
 : -7.7	6.1	-37.5	1.6*	-8.8	3.5	2.3*	4.9	-6.2	-0.3
> Cc1ccc2nc(Nc3nc(CSc4nc5ccccc5s4)cc(=O)[nH]3)nc(C)c2c1
 : -15.1	7.7	0.2	83.3	-8.7	6.1	86.8	4.7	11.2*	8.0
> Fc1ccc(/C=C2\CCCC3=C2NC(=S)NC3c2ccc(F)cc2)cc1 (configuration not stated)
 : /	-2.2	-25.4	88.2	-4.4	9.5	89.1	3.1	-2.4	-0.1
> CCCCNCc1cc(Br)c(OCC(=O)N2CCOCC2)c(OC)c1
 : 54.8	0.2	-21.4	98.2	/	8.0	86.4	2.2	-1.9	0.5
> N=c1n(CCO)c2ccccc2n1Cc1ccc(Cl)cc1
 : -6.1	-5.8	-37.1	74.0	-0.2	17.7	70.6	4.8	-5.4	5.9
> CC(=O)c1ccc(NC(=O)C(C)OC(=O)c2ccc(NS(=O)(=O)c3ccc(F)c(F)c3)cc2)cc1 (configuration not stated)
 : /	-3.2	-33.5	93.8	-6.1	5.5	83.7	24.6	2.7	-3.0
> O=C(Cc1coc2ccc3ccccc3c12)NCc1cccs1
 : /	-2.0	-8.6	62.8	-5.6	0.4	62.5	9.2	-3.5	0.9
> Cc1csc(NC(=O)C2CCCC2)n1
 : -6.2	-3.5	-3.4	100.6	-0.8	-5.9	102.7	12.2	0.0	-0.7
> CC12CCC(C(=O)Nc3cc(Cl)ccc3Cl)(C/C1=N\O)C2(C)C (configuration not stated)
 : -8.1	-2.9	-12.8	97.3	/	5.1	92.2	5.4	-0.7	2.6
> c1ccc(Cc2nnc3sc(-c4cccs4)nn23)cc1
 : -29.0	-14.0	-54.0	82.6	2.9	-9.8	83.9	23.7	-1.3	5.4
> CCOc1ccccc1C1C2C(=O)N(c3ccccc3)C(=O)C2ON1c1ccccc1 (configuration not stated)
 : /	-11.8	18.4	97.7	0.6	1.6	107.3	47.2*	2.6	6.8
> CCOC(=O)c1cn(CC(=O)Nc2cccc(Cl)c2C)nn1
 : -17.3	3.1	-40.5	82.5	/	-5.9	94.4	0.3	-3.5	-0.7
> O=C1CC(N2CCC(O)(c3ccc(Cl)cc3)CC2)C(=O)N1 (configuration not stated)
 : 18.8	2.5	-51.8	88.0	-2.5	-5.0	89.0	6.0	-1.9	2.7
> COc1ccc(C(=O)Nc2ccc(S(=O)(=O)N3CCCC3)cc2)c(OC)c1
 : 3.4	1.7	-15.5	101.6	-1.5	2.0	99.2	13.8	0.2	-0.8
> CC1=NN2C(=N)/C(=C\c3ccc(SCc4ccccc4)o3)C(=O)N=C2S1
 : 17.6	-7.2	-46.4	92.0	-0.5	-4.8	86.3	31.4	1.2	0.3
> COc1ccc(OC)c(-c2cc(C3CCN(c4cc(Cl)nc(N)n4)CC3)[nH]n2)c1
 : 1.9	-4.4	-55.8	1.7*	/	2.5	2.5*	13.0	-2.4	-0.2
> CCSc1nc2ccccc2n1CCOc1ccccc1
 : -4.7	/	-42.1	79.1	/	7.8	83.5	3.1	0.7	9.5
> O=C(CSc1nnc(-c2ccccc2F)n1CCc1ccccc1)Nc1ccc2[nH]c(=O)[nH]c2c1
 : 25.8	-1.7	-13.0	96.2	-2.4	1.5	110.2	4.1	-2.3	0.1
> CCc1nnc(NC(=O)C2CC(=O)N(Cc3ccco3)C2)s1 (configuration not stated)
 : 35.2	-27.9	-23.9	72.2	0.1	5.5	77.0	21.2	-4.0	-0.8
> O=C(CCCSc1nc2sc3c(c2c(=O)[nH]1)CCC3)NCCCO
 : /	-2.4	-23.3	89.7	0.4	-9.2	107.3	4.0	1.5	0.6
> Cc1ccoc1C(=O)NCCCNC(=O)c1occc1C
 : -5.0	-6.5	-8.3	92.3	0.5	4.6	98.1	10.8	-1.3	0.1
> CCN(CC)S(=O)(=O)c1cccc(-c2nnc(SCC(=O)NC3CCCCCC3)n2N)c1
 : 4.8	-2.8	-69.5	87.3	-0.4	6.9	95.1	4.6	-1.2	0.1
> O=C(CSc1nnc(Cc2cccs2)n1Cc1ccco1)Nc1cccc(Cl)c1
 : 1.8	-16.3	-31.9	87.3	-1.0	-3.1	85.7	27.2	2.7	4.6
> COC(=O)C12CC3CC(C1)CC(n1cnc(Cl)n1)(C3)C2
 : -37.2	/	-53.9	97.7	/	3.4	108.2	1.6	-0.3	0.1
> CCc1ccc(NS(=O)(=O)c2ccc3[nH]cc(C(=O)N4CCCCC4)c(=O)c3c2)cc1
 : 16.4	-5.0	-16.3	84.3	2.5	5.2	94.7	16.8	1.5	0.5
> O=C(O)CCc1nn2c3ccccc3n(CCN3CCCCC3)c2nc1=O
 : 10.2	-6.0	-74.6	94.2	-1.8	-9.1	86.8	9.0	-0.7	-1.5
> COc1ccc(C(=O)/C=C/c2ccc(C)cc2)c(OC(=O)c2ccc([N+](=O)[O-])cc2)c1
 : -33.5	-7.4	-21.2	39.9	-0.2	-0.6	48.9	10.9	-3.9	1.8
> COC(=O)c1sc(NC(=O)COc2cccc3ccccc23)nc1C
 : -5.9	-5.4	-6.4	92.9	-5.0	5.8	89.2	8.3	-2.3	4.5
> COc1ccc(C/C(N)=N/O)cc1
 : /	6.6	-14.1	91.8	-2.1	6.9	97.7	17.9	-0.7	1.1
> Cc1ccccc1CN1C2=NCCN2c2ccccc21
 : 4.3	-3.4	-20.7	81.0	-2.5	6.2	82.9	10.3	-4.9	6.1
> OCCNc1nc(-c2cccnc2)nc2ccccc12
 : 14.8	-4.2	-22.0	92.1	0.2	-7.9	96.4	13.9	-3.2	-0.7
> Cc1cc(F)ccc1S(=O)(=O)Nc1ccccc1C(=O)Nc1ncn[nH]1
 : -31.8	-2.2	-22.6	98.8	-0.6	2.7	88.4	35.7	-0.5	1.8
> CCCCCCCC(=O)N/N=C(\C)c1cccnc1
 : 14.5	/	-33.6	90.3	/	8.9	105.1	8.4	-1.7	1.4
> O=C(CSc1nnc(-c2ccncc2)o1)NC1C2CC3CC(C2)CC1C3 (configuration not stated)
 : /	3.9	-33.1	95.2	-2.1	-5.5	90.7	26.4	-3.0	1.6
> CC1CCCCC1NC(=O)COC(=O)/C=C/c1ccc2c(c1)OCO2 (configuration not stated)
 : 4.1	0.6	-41.4	84.0	-4.0	2.9	94.7	5.1	-2.0	6.0
> CCOc1ccc2nc(Cl)c(/C=C/C(=O)c3ccco3)cc2c1
 : -0.5	-14.0	-39.8	14.4	0.8	11.3	5.8&7.5	6.6	-2.7	1.4
> O=S(=O)(Nc1cccc2c1CCCC2)c1ccc(Cl)cc1
 : /	21.0	-21.2	77.8	-11.5	-7.8	90.8	15.7	-1.4	5.6
> CN1CCC2(CC1)N=C(c1ccc(F)cc1)C(=S)N2C(=O)c1ccc(C(C)(C)C)cc1
 : -38.5	2.0	-15.5	90.6	-7.0	-20.2	100.0	8.8	-3.0	2.4
> O=C(NCC(c1cccnc1)N1CCN(c2ccccc2F)CC1)c1ccccc1 (configuration not stated)
 : 2.9	-1.0	-32.6	88.2	0.5	3.2	90.8	17.7	-2.8	3.3
> CCn1c(SCC(=O)c2c(N)n(C)c(=O)n(C)c2=O)nnc1-c1ccccc1
 : /	-1.8	-27.4	92.8	-4.3	0.1	99.2	17.0	-1.5	2.6
> COc1ccc(NC(=O)N2CCCC(C(=O)NC(C)C)C2)cc1 (configuration not stated)
 : -1.1	/	5.7	86.1	/	0.5	93.6	18.8	-1.5	2.7
> COc1ccccc1N(CC(=O)Nc1cc(C)on1)S(=O)(=O)c1ccc(Cl)cc1
 : 47.9	-13.6	-47.8	82.2	/	-2.8	88.4	16.0	-0.8	8.3
> CC(C)Cn1c(SCC(=O)NC2CCCc3ccccc32)nc(O)cc1=O (configuration not stated)
 : /	-2.5	-50.1	90.7	-1.0	3.4	92.8	10.6	0.1	4.7
> Cc1cc(C(C)(C)C)cc(S(=O)(=O)Nc2ccc(O)c(C(=O)O)c2)c1C
 : 3.1	-3.9	-14.3	102.0	-1.3	-2.1	97.2	36.0*	-0.7	2.3
> COc1ccc(-c2nnc(SCC(=O)NC(=O)NCc3ccccc3)o2)cc1
 : 10.5	-6.3	-45.5	105.2	-1.6	1.5	105.2	1.5	0.0	7.0
> CSc1ccc(OC2CCCCC2NS(=O)(=O)c2ccc(Cl)cc2)cc1 (configuration not stated)
 : 55.7	5.0	-19.2	79.7	1.5	0.3	88.4	12.9	-1.4	0.8
> CCCCn1c(N)c(C(=S)NC(=O)CC(C)C)c(=O)n(C)c1=O
 : /	-1.0	-34.4	87.1	-6.4	-0.4	85.6	10.6	2.5	5.7
> Cc1ccc(/C=N/NC(=O)c2csc3c2CCCC3)cc1
 : -52.2	-6.1	-29.4	15.6	1.9	-5.8	13.4	6.2	-0.8	9.9
> Cc1ccc(C(=O)N2CCOCC2)cc1Cl
 : -45.1	-8.5	3.5	83.7	-2.5	14.0	65.1	12.3	-0.1	1.4
> O=C(O)C(=O)/C(=C\c1cccc2ccccc12)c1ccc2ccccc2n1
 : 1.6	30.0*	-45.7	68.3	-0.1	-0.1	62.3	3.7	-1.0	1.9
> CC(C)(C)NC(=O)C(c1ccccc1)N(C(=O)C1CSC(=O)C1)c1ccccc1 (configuration not stated)
 : 32.1	-13.4	-23.6	96.7	-0.5	2.2	97.6	13.4	-0.2	0.1
> O=C(NCCN1CCOCC1)c1ccc2c(c1)ncn2C1CCCC1
 : -13.9	0.7	-33.0	98.4	/	0.8	98.6	11.8	-2.6	-1.3
> Cc1cc(SCC(=O)OCC(=O)NC(C)c2ccccc2)c(C)cc1Br (configuration not stated)
 : /	0.5	-2.6	93.3	/	11.3	89.8	2.6	-0.1	9.4
